SMN2 splice up: SMN2 splice variant enhancement; hit rate 2.8% among 210,000; HEK293 SMN2-luciferase splicing reporter, luminescence, 30-36 h; Potency, µM (series often up to 46.1 µM), without a hit: at the top dose activity change, positive = activation, most hits filed as activators; AID 1458; note: potency is the fitted concentration of half-maximal effect; % of control where 0% means no effect; nearly all actives have a fitted effect of over 55% in size
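HEK293 cells carry an SMN2 […]–luciferase reporter in which exon 7 inclusion puts luciferase in frame. Cells were plated 10-12 h before compound addition, then incubated 30-36 h at 37C. ONE-Glo luminescence was read; sodium butyrate at 4.5 mM final served as control.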
Luc counter: counter-screen: inhibitors of Kinase-Glo firefly luciferase; Q27757; Kinase-Glo luciferase, ATP luminescence, 8 min; AID 1379; Potency, µM (series often up to 38.3 µM), for inactives: at the top dose activity change, negative = inhibition, actives largely listed as inhibitors; hit rate 0.28% among 200,000; note: potency is the fitted concentration of half-maximal effect; % is set by controls: 0 for no effect and ±100 for the full control effect; nearly all actives have a fitted effect of over 60% in size
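Compound is pinned into ATP-containing buffer (10 uM ATP, imidazole pH 7.2, 7 mM MgCl2). Kinase-Glo luciferase reagent is then added. Light output is recorded following an 8-min room-temperature incubation.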
HttQ103 aggreg: mutant huntingtin aggregation inhibition; PC12 HttQ103-GFP aggregates, Acumen cytometry, 40 h; Potency, µM (titrated, usually from 46.1 µM), without a hit: top-dose activity change, negative = inhibition, most hits filed as inhibitors; hit rate 1.1% among 220,000; AID 1688; note: potency is the fitted concentration of half-maximal effect; % is set by controls: 0 for no effect and ±100 for the full control effect; nearly all actives have a fitted effect of over 60% in size
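Steps: seed 1500 PC12 HTTQ103-GFP cells/well; add tebufenozide, 100 nM final; add compound titration; add ATPLite reagent; quantify GFP aggregates by laser scanning cytometry.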
CBFb-RUNX1 inh: CBF-beta/RUNX1 interaction disruption; Q01196+Q13951; AlphaScreen CBFb-His/RUNX1-biotin binding, biochemical; AID 1477; 230,000 tested, under 10 active; Potency, µM (highest dose often 59.8 µM), inactives show top-dose activity, negative = inhibition, most hits filed as inhibitors; note: % of control where 0% means no effect
Target sequence (Q01196 whole entry, looked up): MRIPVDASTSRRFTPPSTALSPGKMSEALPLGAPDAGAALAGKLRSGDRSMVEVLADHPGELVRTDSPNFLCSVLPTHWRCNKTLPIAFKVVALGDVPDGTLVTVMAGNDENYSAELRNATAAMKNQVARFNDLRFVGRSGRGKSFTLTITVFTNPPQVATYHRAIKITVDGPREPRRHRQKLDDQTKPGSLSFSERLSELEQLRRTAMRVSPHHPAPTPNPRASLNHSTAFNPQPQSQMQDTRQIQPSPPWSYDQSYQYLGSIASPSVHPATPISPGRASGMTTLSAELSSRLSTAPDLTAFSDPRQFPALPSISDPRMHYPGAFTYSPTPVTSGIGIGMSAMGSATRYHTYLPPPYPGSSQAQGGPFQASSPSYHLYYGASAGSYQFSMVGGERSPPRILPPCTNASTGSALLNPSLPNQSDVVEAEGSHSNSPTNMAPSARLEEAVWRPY
Target sequence (Q13951 whole entry, looked up): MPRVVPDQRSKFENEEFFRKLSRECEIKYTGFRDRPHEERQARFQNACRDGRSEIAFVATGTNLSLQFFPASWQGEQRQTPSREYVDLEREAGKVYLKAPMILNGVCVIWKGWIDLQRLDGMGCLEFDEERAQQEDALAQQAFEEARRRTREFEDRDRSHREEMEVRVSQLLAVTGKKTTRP
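Read-out: AlphaScreen. Format: His-CBF-beta with biotinylated RUNX1 (30 nM each) preincubated 20 min, compound 15 min, Ni-chelate plus streptavidin beads 90 min; room temperature throughout.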
IMPase Li cell: membrane-permeable IMPase blocker, potentiated with lithium; Potency, µM (highest dose often 59.4 µM), without a hit: at the highest dose activity, negative = IMPase inhibition, hits mostly inhibitors; CHO-M1 cells, IP1 TR-FRET (IP-One), carbachol + lithium; hit rate 0.35% among 210,000; AID 1457;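 note: IP1 builds up when IMPase is blocked and the TR-FRET signal falls; potency is the fitted concentration of half-maximal effect; plate controls were basal vehicle for no effect and high inhibitor control for full effect; nearly all actives have a fitted effect of over 50% in size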
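IP1 accumulation measured by competitive TR-FRET in lysed CHO-M1 cells after 30 min compound exposure at 37C, with a small lithium addition to potentiate weak responses. Hill-equation AC50 from ratio and donor-channel data.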
LMNA splice mod: modulators of lamin A splicing | HeLa LMNA splicing GFP/RFP minigene ratio, 48 h | AID 1487 | hit rate 0.01% among 200,000 | Potency, µM (series often up to 46.1 µM), without a hit: top-dose ratio change, negative = inhibition, most hits filed as inhibitors; active = well fitted inhibition curve with a large enough effect in the signal ratio, with a control signal flat, not every such curve was filed as active; inconclusive = small, poorly fitted or top-dose-only effect, or effect the other way, or a change in a side signal; the % refers to the signal ratio; note: potency is the fitted concentration of half-maximal effect; % is set by controls: 0 for no effect and ±100 for the full control effect
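Read-out is the ratio of GFP to DsRed2 object intensity, acquired by 488 nm laser-scanning cytometry on HeLa lamin A-EGFP minigene reporter cells. Compound incubation 48 hrs at 37 °C in Opti-MEM with 2% FBS; DMSO 0.5% final.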
HTT cytoprotect: cytoprotection in Huntington HTT-Q103 PC12 cell model. PC12 HTT-Q103 induced, cytoprotection, ATP luminescence, 40 h. Potency, µM (series often up to 56.4 µM), without a hit: cytoprotection (ATP increase), actives largely listed as activators. hit rate 0.14% among 230,000;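 note: potency is the fitted concentration of half-maximal effect; % of control where 0% means no effect; nearly all actives have a fitted effect of over 45% in size; toxic huntingtin expression switched on by the ecdysone agonist tebufenozide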
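PC12 cells stably carrying ecdysone-inducible Htt exon 1 (Q103)–GFP were induced with 100 nM tebufenozide (final) alongside library compounds in a dose series. Cytoprotection was scored as retained ATP by ATPlite luminescence.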
Starred values were filed as active, the others as inactive; ? = inconclusive; nt = no result given; & = joins results of further samples; [ ] = remark or other dose. Unless noted, calls come from the whole dose curve; as a rule, active = well fitted curve in the direction sought with a large enough effect; inconclusive = small, poorly fitted or top-dose-only effect, or another doubt; inactive = no such curve, though single readings can be large; an effect the other way counts as inactive or inconclusive.

#	Structure	Luc counter	HTT cytoprotect	LMNA splice mod	IMPase Li cell	HttQ103 aggreg	CBFb-RUNX1 inh	SMN2 splice up
1	COc1cccc(/C=N/NC(=O)c2[nH]nc3c2CCc2ccccc2-3)c1O	-1.0%	-61.3%[inhibitor][10 µM]	?	22.5%	?	1.1%	-93.9%[inhibitor]
2	C/C(=N\Nc1nc(-c2ccc(C)cc2C)cs1)c1cc2ccccc2oc1=O	-2.5%	7.0%[10 µM]	-9.4%	-2.6%	4.7%	-2.3%	-13.8%
3	O=S(=O)(NCCc1ccccc1)c1cccc(S(=O)(=O)N2CCOCC2)c1	0.7%	-11.0%	-11.0%	14.1%[38.3 µM]	8.3%[9.22 µM]	17.1%	6.1%
4	COc1ccc(CCNS(=O)(=O)c2ccc3c(c2)CCN3C(=O)C2CC2)cc1OC	4.1%	-3.9%	14.4%[0.0737 µM]	-11.2%[38.3 µM]	-13.4%	-3.5%	-22.4%
5	COCCCNC(=S)NNC(=S)NCCCOC	nt	0.0%[10 µM]	nt	nt	3.0%[9.22 µM]	10.6%	nt
6	Cn1cnnc1SCC(=O)NCCc1ccc(Cl)cc1Cl	-0.9%	-3.5%[10 µM]	?	-10.3%	3.0%	-9.6%	-1.9%
7	O=C(c1cccn2c(=O)c3cc(Cl)ccc3nc12)N1CCOCC1	-5.2%	-4.8%[1.9 µM]	-1.5%	-17.9%[38.3 µM]	5.7%	16.4%	20.6%
8	CN(C)NC(=S)NC1(C)CCS(=O)(=O)C1 (configuration not stated)	nt	4.7%[10 µM]	nt	nt	-6.2%[9.22 µM]	4.3%	nt
9	CC(C)N(C(=O)CSc1nnc(-c2cc3ccccc3cc2O)n1Cc1ccco1)C(C)C	-3.4%	11.8%[1.9 µM]	?	21.0%[38.3 µM]	-29.8%	-4.3%	-50.0%[inhibitor]
10	O=C(O)c1ccc(N2C(=O)c3cccnc3C2=O)cc1	-0.5%	-14.2%[10 µM]	nt	12.4%	-9.4%	-21.2%	?
11	COc1ccc(-c2nn(-c3ccccc3)cc2/C=N/Nc2ccc3ccccc3n2)cc1OC	3.1%	33.7%[10 µM]	?	0.2%	?	-16.4%	-65.9%[inhibitor]
12	COc1ccc(C[N+](C)(C)N)cc1OC	-3.5%[7.66 µM]	-9.1%[10 µM]	nt	1.2%	nt	nt	-7.8%[9.22 µM]
13	CC(C)C[C@@H](CC(=O)N[C@@H](CCC(=O)O)CC(=O)O)NC(=O)[C@@H]1CCCC[C@H]1NC(=O)C[C@@H](NC(=O)C[C@H](Cc1ccccc1)NC(=O)[C@@H]1CCCC[C@H]1N)C(C)C	-1.0%	2.2%[1.9 µM]	nt	5.1%	nt	3.7%	-1.8%
14	COC(=O)c1ccccc1S(=O)(=O)C(C)(C)C	-3.7%	21.7%[1.9 µM]	-11.0%	2.6%	-11.3%	1.8%	-1.8%
15	CCn1nnnc1SCC(=O)c1ccc(NC(C)=O)cc1	-3.9%	-2.3%	10.3%	-4.3%[38.3 µM]	1.0%	6.3%	-6.0%
16	Cc1ccc(NC(=O)C(=O)NCc2ccccn2)cc1	-3.5%	-18.3%	15.6%[46 µM]	11.5%	-0.9%	-10.2%	?
17	C=CCN(c1ccccc1C(=O)NCC(=O)O)S(=O)(=O)c1ccccc1C	nt	9.3%[10 µM]	8.8%[46 µM]	nt	4.5%[9.22 µM]	3.8%	nt
18	O=C(CSc1nc2ccccc2o1)N1CCCC1	-7.1%	-18.9%	1.7%	-4.9%[38.3 µM]	12.7%	5.0%	6.9%
19	CCOc1ccc(NC(=S)NC(=O)c2ccco2)cc1	nt	-6.8%[10 µM]	nt	nt	15.2%[9.22 µM]	1.8%	nt
20	CCn1nc(C(=O)N2CCN(Cc3ccc4c(c3)OCO4)CC2)c2ccccc2c1=O	-0.2%	-6.8%	-4.5%	31.7%[38.3 µM]	0.7%	6.1%	-6.9%
21	CC(=O)Nc1ccc(-n2nnnc2SCC(=O)NCc2cccs2)cc1	-2.7%	1.2%[10 µM]	20.2%[46 µM]	5.7%	4.4%[9.22 µM]	11.3%	nt
22	CC(=O)OC1c2c(ccc3ccc(=O)oc23)OC(C)(C)C1OC(=O)CC(C)C (configuration not stated)	-2.8%&-4.6%	-18.7%	?	8.5%[38.3 µM]	6.7%	10.1%	13.8%&0.7%
23	Cc1ccc(S(=O)(=O)c2nc(S(=O)(=O)c3ccc(C)cc3)c(NCc3ccco3)s2)cc1	-2.6%	-6.6%	14.9%	-7.1%[38.3 µM]	-3.1%	-4.4%	0.6%
24	COC(=O)C1=NNC(C(=O)c2ccco2)C1c1ccc(OC)cc1 (configuration not stated)	5.2%	6.2%	15.0%[46 µM]	2.3%	7.7%	-5.7%	-2.8%
25	COCC(=O)Nc1sc2c(c1C(=O)OC)CCCC2	-0.5%	3.6%[10 µM]	-7.8%	13.5%	-18.3%	5.5%	-4.3%
26	COc1cc2c(cc1NC(=O)CCCN1C(=O)CCC1=O)oc1ccccc12	-1.6%	-7.6%[0.074 µM]	4.6%	11.0%[38.3 µM]	?	6.9%	?
27	CCCCn1c(N)c(S(=O)(=O)c2ccc(C)cc2)c2nc3ccccc3nc21	1.3%	nt	?	-5.0%	?	29.5%	27.8%
28	Cc1ccc(-n2sc3ccccc3c2=O)cc1S(=O)(=O)N1CCCCC1	0.1%	-4.0%[10 µM]	?	9.4%[38.3 µM]	?	-15.2%	-16.9%
29	COc1ccc(Cn2c(-c3ccc(OC)cc3)nc3ccccc32)cc1	1.0%	21.8%[10 µM]	?	21.4%	?	-0.2%	-37.5%[inhibitor]
30	COc1cc(NC(=S)NC(=O)c2ccccc2F)ccc1NC(=O)c1cccs1	0.5%	nt	nt	4.6%	11.5%	1.6%	-10.5%
31	Fc1ccccc1C1CCN(Cc2nc(COc3ccccc3)no2)C1 (configuration not stated)	nt	23.5%[10 µM]	nt	-3.1%	7.7%[9.22 µM]	18.4%	nt
32	CCOC(=O)c1nnn(-c2nonc2NC(C)=O)c1C	0.5%	15.2%[10 µM]	-9.4%	27.6%[38.3 µM]	-4.8%	8.8%	8.6%
33	COc1cc(/C=N/Nc2ccccc2C(F)(F)F)ccc1O	3.1%	-18.4%	nt	3.3%	11.9%	4.0%	nt
34	O=S(=O)(c1ccccc1)c1cccc(S(=O)(=O)N2CCCCC2)c1	-0.9%	8.9%	?	24.1%[38.3 µM]	7.3%	3.3%	-53.7%
35	Cc1nc2cncnc2n(Cc2ccccc2Cl)c1=O	nt	-34.1%[inhibitor]	?	-21.1%	nt	nt	nt
36	COc1ccc(/C=C2\CC/C(=C\c3ccc(OC)c(OC)c3)C2=O)cc1OC	-1.1%	-26.2%[10 µM]	?	14.0%	25.1%	-4.7%	3.8%
37	CCOC(=O)c1cc(C#N)c(SCC(=O)OC)[nH]c1=O	nt	3.7%[10 µM]	nt	nt	-6.0%[9.22 µM]	4.8%	nt
38	COc1ccc(/C=N/Nc2cc(C)nc(N3CCOCC3)n2)cc1OC	nt	20.5%[10 µM]	nt	nt	10.2%[9.22 µM]	4.5%	nt
39	COc1ccc(OCCCC(=O)Nc2cccc(C(C)=O)c2)cc1	nt	-15.6%[10 µM]	?	nt	?	4.9%	nt
40	CCC(O)C(C)(C)C (configuration not stated)	nt	4.2%	nt	-4.3%	nt	6.9%[21.7 µM]	7.0%
41	COc1cccc(OC)c1OCCOc1ccccc1OC(C)C	4.1%	7.1%	7.3%	31.9%[activator][38.3 µM]	3.3%[1.84 µM]	10.1%	-3.6%
42	CCOc1ccc(-n2nc3c(=O)n(CCN4CCCCC4)nc(C)c3c2C)cc1	-0.5%	nt	1.2%	6.5%	-1.3%	-4.4%	5.4%
43	COc1ccc(Cn2c(=O)[nH]c3cc(C(=O)NCCCOC(C)C)ccc3c2=O)cc1	0.4%	-55.4%[inhibitor]	20.6%[46 µM]	?	12.1%	8.0%	21.7%
44	COc1ccc(/C=C/C(=O)Nc2sc3c(c2C(=O)NCc2cccnc2)CCCC3)cc1	4.8%	5.2%	4.4%[0.0737 µM]	-6.3%[38.3 µM]	20.3%	1.5%	-3.9%
45	CCOC(=O)c1c(-c2ccc(C)o2)csc1NC(=O)CSc1nnnn1-c1ccccc1	-1.4%	7.2%	?	-6.5%[38.3 µM]	-24.7%	10.3%	-28.5%
46	O=C(NCCN1CCOCC1)c1ccncc1	-0.2%	12.4%[10 µM]	-5.8%	7.8%[38.3 µM]	-9.1%	8.1%	nt
47	CCCn1c(-c2ccc(F)cc2)nc2c(N3CCN(C)CC3)nc(C)nc21	-5.9%	-37.5%[inhibitor]	nt	-1.4%	nt	16.5%	-11.2%
48	O=C(CSc1cccc[n+]1[O-])NCC1CCCCC1	0.0%	6.7%	nt	-10.7%	-7.0%	6.7%	8.8%
49	Oc1ccc(Cl)cc1/C=C/c1ccc2cccc(O)c2n1	2.6%	-9.3%	?	-4.5%	12.1%	-2.7%	8.4%
50	N#CCCn1c(SCC(=O)Nc2ccc(N3CCOCC3)cc2)nc2ccccc21	12.3%	16.0%[10 µM]	4.5%	5.6%	5.6%	3.5%	8.0%
51	CC(=O)Nc1ccc(S(=O)(=O)N2CCC(C(=O)O)CC2)cc1	0.2%	nt	nt	3.5%	3.9%	15.1%	12.3%
52	CCCS(=O)(=O)N1CCCC(C(=O)NCCCN(C)Cc2ccccc2)C1 (configuration not stated)	-4.3%	3.7%	16.0%	13.6%[38.3 µM]	2.0%	0.1%	0.1%
53	C[C@H](NC(=O)c1ccccc1Cl)C(=O)OCCOc1ccc(Cl)cc1	nt	18.2%[10 µM]	nt	nt	13.5%[9.22 µM]	10.9%	nt
54	O=C(NNS(=O)(=O)c1ccc2ccccc2c1)c1cccs1	-0.6%	22.6%[10 µM]	?	-0.2%	1.6%	1.0%	2.7%
55	COc1cccc2c(=O)n(CC(=O)N3CCN(c4ccccc4)CC3)ccc12	0.9%	0.0%[10 µM]	-5.4%	12.6%	10.2%	-0.9%	-8.0%
56	COC(=O)c1ccc(C(NC(=O)OCc2ccccc2)/C(=C/[C@@H](C)C(=O)NCC2CC2)c2cccnc2)cc1 (some centres not stated)	-0.5%	15.3%	nt	-5.0%	nt	11.6%	-2.3%
57	c1ccc(C2=Nc3ccccc3SC2c2nc3ccccc3[nH]2)cc1 (configuration not stated)	-11.8%	-103.5%[inhibitor]	?	6.0%[38.3 µM]	-21.6%	-14.8%	?
